GAA spleen mod: qHTS Assay for Inhibitors and Activators of Human alpha-Glucosidase From Spleen Homogenate; human spleen homogenate, 4-MU-alpha-glucoside fluorescence; Potency, µM (top dose mostly 79.9 µM), inactives show at the top dose activity change, negative = inhibition, hits mostly inhibitors; 240,000 compounds, 0.006% hits;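 also: 0% = enzyme with vehicle and -100% = no enzyme basal signal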
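AC50 values come from Hill-equation fits of concentration-response data, normalized to no-enzyme and full-activity controls. Enzyme source: 1 ug human spleen homogenate; 1 mM fluorogenic 4-MU glucoside, pH 5.0 citrate buffer, 37 C, 40 min.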
aGal spleen mod: qHTS Assay for Inhibitors and Activators of Human alpha-Galactosidase From Spleen Homogenate; Alpha-galactosidase A (Homo sapiens), P06280; human spleen homogenate, 4MU-alpha-Gal fluorescence, 40 min; Potency, µM (titrated, usually from 80 µM), for inactives: at the top dose activity change, negative = inhibition, usual class: inhibitors; 240,000 compounds, 0.008% hits; AID 2107, 2009;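 also: 0% = enzyme with vehicle and -100% = no enzyme basal signal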
Target sequence (P06280 32-429 limits assumed): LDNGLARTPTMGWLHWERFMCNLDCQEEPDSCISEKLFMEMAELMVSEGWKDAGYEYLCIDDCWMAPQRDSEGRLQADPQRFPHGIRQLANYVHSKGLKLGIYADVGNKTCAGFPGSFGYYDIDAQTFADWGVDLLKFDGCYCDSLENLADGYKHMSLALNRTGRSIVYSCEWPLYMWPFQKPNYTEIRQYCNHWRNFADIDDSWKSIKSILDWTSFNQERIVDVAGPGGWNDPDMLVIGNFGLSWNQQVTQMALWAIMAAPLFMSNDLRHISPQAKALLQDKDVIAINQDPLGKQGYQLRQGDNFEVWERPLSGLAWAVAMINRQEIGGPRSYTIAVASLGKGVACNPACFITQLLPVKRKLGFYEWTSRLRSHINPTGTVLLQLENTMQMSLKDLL
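Fluorogenic readout (Ex 365/Em 440 nm) of 4-methylumbelliferone released from 1 mM 4-MU-alpha-galactoside by spleen homogenate, 40 min at 37C, pH 5.0. Data normalized to no-enzyme and enzyme controls; Hill-equation AC50 from compound titrations.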
Tau FP inhib: qHTS for Inhibitors of Tau Fibril Formation, Fluorescence Polarization; Potency, µM (top dose mostly 57.7 µM), inactives show at the highest dose activity, negative = inhibition, actives largely listed as inhibitors; AID 1468, 2008; K18 P301L tau heparin fibrillization, Alexa594 FP, 6 h; 280,000 compounds, 0.39% hits; also: % is scaled to controls: 0 for no effect and ±100 for the full control effect; nearly all actives have a fitted effect of over 55% in size
Target sequence (P10636 561-689 P618L limits assumed): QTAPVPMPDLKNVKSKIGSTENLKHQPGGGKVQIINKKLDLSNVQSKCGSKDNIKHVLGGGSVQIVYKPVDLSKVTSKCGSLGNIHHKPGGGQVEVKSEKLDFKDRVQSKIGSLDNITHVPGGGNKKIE
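Steps: dispense K18 P301L tau (15 uM plus 0.24 uM Alexa 594 tracer, final) in pH 7 sodium acetate; add compound; add heparin (20 uM final); incubate 6 hr, 37 C; add ThT (30 uM final); after 1 hr ambient, read FP.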
Tau ThT inhib: qHTS for Inhibitors of Tau Fibril Formation, Thioflavin T Binding | recombinant tau K18 P301L, heparin-induced fibrillization, ThT fluorescence | 270,000 compounds, 2.1% hits | Microtubule-associated protein tau (Homo sapiens), P10636 | Potency, µM (highest dose often 57.4 µM), for the others: at the top dose activity, negative = inhibition, usual class: inhibitors; also: % is scaled to controls: 0 for no effect and ±100 for the full control effect; nearly all actives have a fitted effect of over 55% in size
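Heparin-induced fibrillization of the P301L-mutant K18 repeat-domain fragment of human tau was followed by ThT binding in quantitative high-throughput format.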
Tau fluor cs: Counterscreen qHTS for Inhibitors of Tau Fibril Formation, Fluorescence Polarization; tau K18 P301L (four-repeat tau fragment) Alexa594 fluorescence, heparin fibrillization; Potency, µM (doses to about 57.7 µM), for inactives: at the highest dose activity change, negative = decrease; 280,000 compounds, 0.93% hits; AID 1463, 2008; also: % is scaled to controls: 0 for no effect and ±100 for the full control effect; nearly all actives have a fitted effect of over 55% in size
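Human K18 P301L tau (15 uM unlabeled plus 0.24 uM Alexa 594-labeled, final) in 100 mM sodium acetate pH 7 was mixed with compound and 20 uM heparin and incubated 6 hr at 37 C.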
GAA glycogen: qHTS Assay for Inhibitors and Activators of Human alpha-Glucosidase Cleavage of Glycogen; AID 2100, 2009; recombinant GAA, glycogen substrate, Amplex Red glucose oxidase fluorescence; Lysosomal alpha-glucosidase (Homo sapiens), P10253; Potency, µM (highest dose often 76.4 µM), without a hit: top-dose activity change, negative = inhibition, hits mostly inhibitors; 300,000 compounds, 0.38% hits;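 also: 0% = full enzyme reaction and -100% = no-enzyme basal signal; the screen sought inhibitors and activators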
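Natural-substrate format: glycogen cleavage by 4 nM human enzyme, glucose read by Amplex Red coupling (Ex 573, Em 610 nm). Normalized to enzyme and no-enzyme controls.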
GAA inh: qHTS Assay for Inhibitors of Human alpha-Glucosidase as a Potential Chaperone Treatment of Pompe Disease; Lysosomal alpha-glucosidase (Homo sapiens), P10253; purified human GAA, 4-MU-alpha-glucoside fluorescence; Potency, µM (titrated, usually from 76.9 µM), inactives show top-dose activity change, negative = inhibition, hits mostly inhibitors; 200,000 compounds, 0.005% hits; AID 1466, 2008;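 also: plate controls were uninhibited enzyme wells for no effect and no-enzyme background for full effect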
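Compounds are titrated up to 77 uM against 4 nM human enzyme. Substrate 4-methylumbelliferyl-alpha-D-pyranoside (400 uM) reacts 20 min at room temperature in pH 5.0 buffer; liberated 4-methylumbelliferone is read at 440 nm.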
HTT cytoprotect: qHTS Multiplex Assay to Identify Dual Action Probes in a Cell Model of Huntington: Cytoprotection (ATP); PC12 HTT-Q103 induced, cytoprotection, ATP luminescence, 40 h; Potency, µM (doses to about 56.4 µM), for the others: cytoprotection (ATP increase), usual class: activators; 230,000 compounds, 0.14% hits;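 also: % of control where 0% means no effect; nearly all actives have a fitted effect of over 45% in size; toxic huntingtin expression switched on by the ecdysone agonist tebufenozide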
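Compounds added alongside 100 nM tebufenozide, which induces toxic Q103 huntingtin exon 1-GFP in stable PC12 cells; surviving cells quantified by luminescent ATP measurement. Medium: phenol red-free DMEM, 5% equine and 5% calf serum.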
* hit, by the source's call; ? = inconclusive; . = no result given; [ ] = another dose, or the depositor's remark. Calls follow the shape of the dose curve; as a rule, active = well fitted curve in the direction sought with a large enough effect; inconclusive = small, poorly fitted or top-dose-only effect, or another doubt; inactive = no such curve, though single readings can be large; an effect the other way counts as inactive or inconclusive. Potency is read from the fitted curve at half-maximal effect. Compounds as they come; about 3.3% have a hit in one of these screens.

Under each structure – GAA spleen mod, aGal spleen mod, Tau FP inhib, Tau ThT inhib, Tau fluor cs, GAA glycogen, GAA inh, HTT cytoprotect
- Cc1cc(C)n(-c2nc(-n3nc(C)cc3C)c3c4c(sc3n2)COC(C)(C)C4)n1
→ 7%, 11%, -13%, -2%, -8%, -7%, 1%, -26%
- CCC(C)COC(=O)C(C#N)c1nc2ccccc2nc1N1CCCCC1 (configuration not stated)
→ 7%, 19%, -9%, ?, -18%, 14%, 2%, -37%
- Cc1nc(C/C(=N\Nc2ccccc2)c2ccc(O)cc2O)cs1
→ -10%, -6%, -5%, ?, 25µM*[quencher], ?, -5%, -22%
- Cc1ccc(-n2ncc3c(NCc4ccc5c(c4)OCO5)ncnc32)c(C)c1
→ 3%, -13%, -11%, -24%, -21%, 0%, -10%, 9%
- O=C(NCCCN1CCOCC1)c1cc2ccccc2oc1=O
→ -3%, 1%, -4%, -16%, -9%, 2%, -2%, -3%[10 µM]
- N#C/C(=N/O)c1nc(-c2ccc(F)cc2)cs1
→ -1%, -2%, -3%, ?, -13%, -13%, -3%, .
- COc1ccc(C(=O)Nc2cc(C(C)=O)c(C)oc2=O)cc1
→ 10%, -13%, ?, ?, -16%, ?, -12%, -94%[inhibitor]
- Cc1cc(CNC(=O)Cc2ccccc2)c2ccccc2n1
→ 1%, 6%, 6%, -6%, -2%, 4%, 2%, -14%
- COc1ccc(C(=O)Nc2ccccc2C(=O)O)cc1NC(=O)C(c1ccccc1)c1ccccc1
→ 1%, 9%, -2%, -15%, -18%, -3%, ., -2%[10 µM]
- O=C(OCC(=O)N1CCOCC1)c1cccc(S(=O)(=O)N2CCCc3ccccc32)c1
→ -11%, -3%, 5%, -5%, -11%, 3%, ., -9%[10 µM]

In another format: entries from further up
| molecule | GAA spleen mod | aGal spleen mod | Tau FP inhib | Tau ThT inhib | Tau fluor cs | GAA glycogen | GAA inh | HTT cytoprotect |
| --- | --- | --- | --- | --- | --- | --- | --- | --- |
| CCC(C)COC(=O)C(C#N)c1nc2ccccc2nc1N1CCCCC1 (configuration not stated) | 7% | 19% | -9% | ? | -18% | 14% | 2% | -37% |
| N#C/C(=N/O)c1nc(-c2ccc(F)cc2)cs1 | -1% | -2% | -3% | ? | -13% | -13% | -3% | . |

Continuation.
Under each structure – GAA spleen mod, aGal spleen mod, Tau FP inhib, Tau ThT inhib, Tau fluor cs, GAA glycogen, GAA inh, HTT cytoprotect
- CCN1CCN(Cc2cccc(Oc3ccc(Cl)cc3)c2)CC1
→ -6%, -1%, 1%, -11%, -7%, 0%, -3%, -1%
- N#Cc1c(SCC(=O)Nc2nccs2)nc2c(c1-c1ccco1)CCCC2
→ -5%, -10%, -2%, -17%, -18%, -4%, -12%, 0%
- Cc1ccc(S(=O)(=O)Nc2csc(C)c2C(=O)O)cc1
→ -1%, -8%, -3%, -14%, -19%, 0%, 8%, 24%[10 µM]
- COc1ccc(CC(=O)Nc2ccc(N3CCCCC3)cc2)cc1
→ 2%, 0%, 10%, -8%, -5%, 5%, -7%, -49%[inhibitor]
- CCc1c(O)cc(=O)n(-c2ccccc2)c1-c1ccccc1
→ 6%, -1%, -2%, 5%, 9%, -4%, -21%, 10%[10 µM]
- CCc1ccc(NC(=O)CNC(=O)c2cn(-c3ccccc3OC)c(=O)c3ccccc23)cc1
→ 8%, 13%, 1%, 2%, 1%, ?, -10%, 14%
- O=S(=O)(Cc1ccccc1)NCC1CCCO1 (configuration not stated)
→ -2%, -5%, -1%, 5%, 6%, 5%, 0%, 6%
- Cc1ccnc(NS(=O)(=O)c2ccc(N3C(=O)Nc4ccccc4N3O)cc2)c1
→ -2%, -2%, -2%, -1%, -3%, -3%, 7%, -18%
- Cc1cc(OCC(=O)Nc2ncn[nH]2)c(C)c(C)c1Br
→ ., ., -11%, 2%, 0%, -1%[76.3 µM], ., .
- CC(C)(C)c1cc(C(=O)NNC(=O)Nc2cccc(Cl)c2)n(Cc2ccccc2)n1
→ 2%, 0%, ?, -1%, ?, -5%, -20%[15.4 µM], 39%[10 µM]

Reformatted bar-delimited: entries from further up
Compound | GAA spleen mod | aGal spleen mod | Tau FP inhib | Tau ThT inhib | Tau fluor cs | GAA glycogen | GAA inh | HTT cytoprotect
CCN1CCN(Cc2cccc(Oc3ccc(Cl)cc3)c2)CC1 | -6% | -1% | 1% | -11% | -7% | 0% | -3% | -1%
N#Cc1c(SCC(=O)Nc2nccs2)nc2c(c1-c1ccco1)CCCC2 | -5% | -10% | -2% | -17% | -18% | -4% | -12% | 0%
Cc1ccc(S(=O)(=O)Nc2csc(C)c2C(=O)O)cc1 | -1% | -8% | -3% | -14% | -19% | 0% | 8% | 24%[10 µM]
COc1ccc(CC(=O)Nc2ccc(N3CCCCC3)cc2)cc1 | 2% | 0% | 10% | -8% | -5% | 5% | -7% | -49%[inhibitor]
CCc1c(O)cc(=O)n(-c2ccccc2)c1-c1ccccc1 | 6% | -1% | -2% | 5% | 9% | -4% | -21% | 10%[10 µM]
CCc1ccc(NC(=O)CNC(=O)c2cn(-c3ccccc3OC)c(=O)c3ccccc23)cc1 | 8% | 13% | 1% | 2% | 1% | ? | -10% | 14%
O=S(=O)(Cc1ccccc1)NCC1CCCO1 (configuration not stated) | -2% | -5% | -1% | 5% | 6% | 5% | 0% | 6%
Cc1ccnc(NS(=O)(=O)c2ccc(N3C(=O)Nc4ccccc4N3O)cc2)c1 | -2% | -2% | -2% | -1% | -3% | -3% | 7% | -18%
Cc1cc(OCC(=O)Nc2ncn[nH]2)c(C)c(C)c1Br | . | . | -11% | 2% | 0% | -1%[76.3 µM] | . | .
CC(C)(C)c1cc(C(=O)NNC(=O)Nc2cccc(Cl)c2)n(Cc2ccccc2)n1 | 2% | 0% | ? | -1% | ? | -5% | -20%[15.4 µM] | 39%[10 µM]

(list continues)
Under each structure – GAA spleen mod, aGal spleen mod, Tau FP inhib, Tau ThT inhib, Tau fluor cs, GAA glycogen, GAA inh, HTT cytoprotect
- CC(=O)Nc1nc(C)c(Oc2ccc(Cl)cc2Cl)c(=O)[nH]1
→ 2%, 3%, -4%, -10%, -5%, 3%, -4%, -20%
- COc1ccccc1Nc1nc2ccccc2[nH]1
→ -9%, -3%, 5%, ?, -25%, -7%, -3%, -71%[inhibitor][0.074 µM]
- CCN(CCn1cccn1)C(=O)CC1C(=O)NCCN1CC1CCCCC1 (configuration not stated)
→ 4%, 2%, -3%[2.34 µM], 9%, 11%, 3%, 13%, ?
- COc1ccccc1CCNC(=O)CCc1c(C)c2cc3c(C)c(C)oc3cc2oc1=O
→ ., ., -6%, -5%, 8%, 3%[76.3 µM], ., .
